UCHL1 inh: inhibitors of human UCHL1 deubiquitinase; inhibition, % at 20 µM; Ubiquitin carboxyl-terminal hydrolase isozyme L1 (Homo sapiens), P09936; hit rate 0.2% among 47,000; purified UCHL1, Ub-rhodamine cleavage fluorescence
USP8 inh: inhibitors of human USP8 deubiquitinase. Ubiquitin carboxyl-terminal hydrolase 8 (Homo sapiens), P40818. purified USP8, Ub-rhodamine cleavage fluorescence, 30 min. inhibition, % at 20 µM. hit rate 4.2% among 47,000
USP30 block: inhibitors of human USP30 deubiquitinase. hit rate 5.3% among 47,000. purified USP30, Ub-rhodamine cleavage fluorescence. inhibition, % at 25 µM. Ubiquitin carboxyl-terminal hydrolase 30 (Homo sapiens), Q70CQ3
OTUD3 inh: inhibitors of human OTUD3 deubiquitinase. OTU domain-containing protein 3 (Homo sapiens), Q5T2D3. purified OTUD3, Ub-rhodamine fluorescence, 2 h. inhibition, % at 25 µM. hit rate 0.7% among 47,000
USP28 block: inhibitors of human USP28 deubiquitinase | hit rate 3% among 47,000 | AID 1645857, 2021 | purified USP28, Ub-rhodamine cleavage fluorescence, 30 min | Ubiquitin carboxyl-terminal hydrolase 28 (Homo sapiens), Q96RU2 | inhibition, % at 25 µM
Target sequence (Q96RU2 whole entry, looked up): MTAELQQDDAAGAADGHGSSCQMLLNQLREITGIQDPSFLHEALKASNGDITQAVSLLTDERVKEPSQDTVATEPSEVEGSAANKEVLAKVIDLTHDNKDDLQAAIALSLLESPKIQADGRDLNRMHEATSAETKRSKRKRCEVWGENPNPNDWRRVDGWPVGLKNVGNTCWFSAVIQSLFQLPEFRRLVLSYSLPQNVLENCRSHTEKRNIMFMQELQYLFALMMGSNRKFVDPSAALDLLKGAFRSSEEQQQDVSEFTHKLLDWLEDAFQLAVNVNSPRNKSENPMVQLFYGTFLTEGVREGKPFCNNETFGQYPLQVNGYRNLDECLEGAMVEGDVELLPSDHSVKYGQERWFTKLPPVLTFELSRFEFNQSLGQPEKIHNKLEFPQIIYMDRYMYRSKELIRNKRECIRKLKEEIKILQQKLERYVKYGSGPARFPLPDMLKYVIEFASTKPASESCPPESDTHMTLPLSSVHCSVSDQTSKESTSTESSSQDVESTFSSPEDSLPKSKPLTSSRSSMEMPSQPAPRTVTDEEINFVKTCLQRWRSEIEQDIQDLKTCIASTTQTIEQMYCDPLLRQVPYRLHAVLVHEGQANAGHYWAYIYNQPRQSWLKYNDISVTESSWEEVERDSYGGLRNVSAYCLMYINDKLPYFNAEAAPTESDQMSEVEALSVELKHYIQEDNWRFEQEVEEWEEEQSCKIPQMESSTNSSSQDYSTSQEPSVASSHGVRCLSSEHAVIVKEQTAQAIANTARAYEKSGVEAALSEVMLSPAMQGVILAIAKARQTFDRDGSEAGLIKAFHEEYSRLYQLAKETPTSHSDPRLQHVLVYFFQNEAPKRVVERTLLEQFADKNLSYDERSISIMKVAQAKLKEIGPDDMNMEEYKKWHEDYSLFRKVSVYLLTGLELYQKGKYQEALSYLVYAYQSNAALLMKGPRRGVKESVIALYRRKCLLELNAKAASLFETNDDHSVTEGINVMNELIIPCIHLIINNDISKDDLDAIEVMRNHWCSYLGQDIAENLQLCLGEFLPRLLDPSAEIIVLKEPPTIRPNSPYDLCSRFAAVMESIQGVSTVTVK
USP10 block: inhibitors of human USP10 deubiquitinase; Ubiquitin carboxyl-terminal hydrolase 10 (Homo sapiens), Q14694; inhibition, % at 20 µM; AID 1645856, 2021; purified USP10, Ub-rhodamine fluorescence, 60 min; hit rate 1.1% among 47,000
USP7 block: inhibitors of human USP7 deubiquitinase. hit rate 0.3% among 47,000. inhibition, % at 20 µM. purified USP7, Ub-rhodamine cleavage fluorescence
USP17 inh: inhibitors of human USP17 deubiquitinase; purified USP17, Ub-rhodamine cleavage fluorescence, 3 h; inhibition, % at 50 µM; hit rate 6.5% among 47,000
Numbers without * were called inactive. Cut-off read from the data, not from the text of the source: active = inhibition above about 30%; inactive = the rest.

Screening O=C(Nc1ccccc1)Nc1nccn(-c2ccc3c(c2)CCC3)c1=O returned UCHL1 inh 0, USP8 inh -6, USP30 block 39*, OTUD3 inh 0, USP28 block 8, USP10 block 7, USP7 block 2 and USP17 inh 30*.
Screening Cc1ccc(NC(=O)C(NS(=O)(=O)c2cccc3cccnc23)C(C)C)c(C)c1 (stereo not drawn) returned UCHL1 inh -6, USP8 inh -46, USP30 block -313, OTUD3 inh -5, USP28 block -7, USP10 block -8, USP7 block -12 and USP17 inh -22.
Cc1ccc(C(=O)Nc2cccc3c2CCCC3)cc1C was read as UCHL1 inh 1, USP8 inh 3, USP30 block 2, OTUD3 inh 6, USP28 block 1, USP10 block 3, USP7 block 9 and USP17 inh 8.
Cc1ccc(-c2cc3nc(NCCc4ccncc4)ccn3n2)cc1 was read as UCHL1 inh 0, USP8 inh -17, USP30 block -30, OTUD3 inh -18, USP28 block -2, USP10 block -4, USP7 block 0 and USP17 inh 3.
COc1cc(=O)c(C(=O)N2CCCCC2)nn1-c1ccc(C)cc1 was read as UCHL1 inh 0, USP8 inh -2, USP30 block 7, OTUD3 inh 0, USP28 block -7, USP10 block 0, USP7 block 0 and USP17 inh -1.
Cc1nn(-c2ccc3nnc(C)n3n2)c2c1C(c1cc(F)ccc1F)CC(=O)N2 (stereo not drawn) was read as UCHL1 inh 0, USP8 inh 15, USP30 block 16, OTUD3 inh 16, USP28 block 18, USP10 block 0, USP7 block 0 and USP17 inh 21.
`CC(C)c1nnc(-c2cnc3onc(C4CC4)c3c2)o1` gave UCHL1 inh 2, USP8 inh 21, USP30 block 3, OTUD3 inh 11, USP28 block 5, USP10 block -1, USP7 block -88 and USP17 inh 13.
Screening Cc1ccc(CN2CCc3c(C(=O)N4CCCC4)n[nH]c3C2)s1 returned UCHL1 inh 1, USP8 inh 0, USP30 block 11, OTUD3 inh 4, USP28 block 2, USP10 block 2 and USP17 inh -6.
For Cc1cccc(NC(=O)CCCN2C(=O)c3cccnc3Sc3ccccc32)c1 the results were UCHL1 inh -1, USP8 inh -11, USP30 block -10, OTUD3 inh -21, USP28 block -17, USP10 block 0, USP7 block -5 and USP17 inh -7.
Screening CN(C)CCNC(=O)c1nc2c(s1)CCCN2c1ncccn1 returned UCHL1 inh -1, USP8 inh 13, USP30 block 3, OTUD3 inh 8, USP28 block 0, USP10 block 0, USP7 block 2 and USP17 inh 3.
`Cc1ccc(OCC(=O)Nc2cccc3ncccc23)cc1` gave UCHL1 inh 2, USP8 inh 5, USP30 block 22, OTUD3 inh 3, USP28 block 7, USP10 block 0, USP7 block 3 and USP17 inh 9.
For CC1CCN(C(=O)c2[nH]nc3c2CCc2ccccc2-3)CC1 the results were UCHL1 inh -1, USP8 inh -3, USP30 block -18, OTUD3 inh 0, USP28 block 1, USP10 block 3, USP7 block -55 and USP17 inh -3.
Screening O=C(NCc1nnc2c(C(F)(F)F)cc(Cl)cn12)c1sc2ccccc2c1Cl returned UCHL1 inh 1, USP8 inh -12, USP30 block -1, OTUD3 inh -16, USP28 block -3, USP10 block -1, USP7 block -2 and USP17 inh 13.
COC(=O)c1ccc(CSc2nc(-c3ccc([N+](=O)[O-])cc3)nc3c2c(=O)n(C)c(=O)n3C)o1 was read as UCHL1 inh 0, USP8 inh -11, USP30 block 24, OTUD3 inh 3, USP28 block 6, USP10 block 2, USP7 block 4 and USP17 inh 15.
For COc1ccc(C(=O)N2CCC(=O)N(C)C[C@H]3COc4ccc(C)cc4[C@H]32)cc1 the results were UCHL1 inh -1, USP8 inh 5, USP30 block 0, OTUD3 inh 0, USP28 block -2, USP10 block 0, USP7 block -1 and USP17 inh 0.
Screening COc1ccc(CNc2nc3ccc(C)cc3cc2-c2noc(C)n2)c(OC)c1 returned UCHL1 inh -4, USP8 inh 1, USP30 block -37, OTUD3 inh -14, USP28 block -11, USP10 block -3, USP7 block -8 and USP17 inh -6.
`COc1ccc(C)cc1NC(=O)Cc1csc(NC(=O)c2ccc(=O)[nH]c2)n1` gave UCHL1 inh -29, USP8 inh 82*, USP30 block -75, OTUD3 inh 10, USP28 block 23, USP10 block -3, USP7 block -44 and USP17 inh 71*.
Screening O=C(Cc1nc(-c2ccccc2)n[nH]1)Nc1ccc(F)cc1Cl returned UCHL1 inh 0, USP8 inh 10, USP30 block -10, OTUD3 inh -6, USP28 block -1, USP10 block -2, USP7 block -12 and USP17 inh -3.
`COc1ccc(NC(=O)COc2cc(C)nc(-c3ccc(C)cc3)n2)c(OC)c1` gave UCHL1 inh 0, USP8 inh 46*, USP30 block 58*, OTUD3 inh 10, USP28 block 12, USP10 block 30*, USP7 block 4 and USP17 inh 63*.
For Cc1cc(-n2c(C)nc3ncccc3c2=O)ccc1NC(=O)c1ccc(C)c([N+](=O)[O-])c1 the results were UCHL1 inh 0, USP8 inh -124, USP30 block 29, OTUD3 inh 16, USP28 block 20, USP10 block -6, USP7 block -7 and USP17 inh -1.
Cc1cc(Nc2ncc(C)s2)cc(C2CCCN2c2ncccn2)n1 (stereo not drawn) was read as UCHL1 inh -7, USP8 inh -13, USP30 block -49, OTUD3 inh -11, USP28 block 2, USP10 block -6, USP7 block -15 and USP17 inh -26.
For O=c1c2cnc(N3CCCCC3)nc2ccn1Cc1ccc2c(c1)OCO2 the results were UCHL1 inh 0, USP8 inh 42*, USP30 block -40, OTUD3 inh -2, USP28 block 1, USP10 block -4, USP7 block 3 and USP17 inh 3.
For c1ccc(-n2ncc3c(NCC4CCCO4)ncnc32)cc1 (stereo not drawn) the results were UCHL1 inh 0, USP8 inh 16, USP30 block 31*, OTUD3 inh 11, USP28 block 6, USP10 block 1, USP7 block 2 and USP17 inh 15.
For Cn1c(=O)[nH]c(=O)c2c1nc(N(CCO)CCO)n2CCc1ccccc1 the results were UCHL1 inh 1, USP8 inh 10, USP30 block 5, OTUD3 inh 14, USP28 block 6, USP10 block -2, USP7 block 4 and USP17 inh -7.
Cc1ncccc1NC(=O)[C@H]1CO[C@H]2CCN(Cc3ccco3)C[C@H]2C1 was read as UCHL1 inh 4, USP8 inh -52, USP30 block 13, OTUD3 inh 13, USP28 block 9, USP10 block 0, USP7 block 5 and USP17 inh 0.
COC(=O)c1ccccc1Nc1c(-c2ccc(N3CCOCC3)cc2)nc2cnccn12 was read as UCHL1 inh -1, USP8 inh 7, USP30 block -20, OTUD3 inh -4, USP28 block 0, USP10 block -2, USP7 block 0 and USP17 inh -3.
For COc1cc(OC)c2c(C)c(CC(=O)N[C@@H](CSCc3ccccc3)C(=O)O)c(=O)oc2c1 the results were UCHL1 inh 1, USP8 inh 21, USP30 block 25, OTUD3 inh 26, USP28 block 15, USP10 block 12, USP7 block 1 and USP17 inh 10.
Screening O=C(NC1CC1)c1nc(C(=O)N2CCN(c3ccccn3)CC2)cs1 returned UCHL1 inh -4, USP8 inh -2, USP30 block -5, OTUD3 inh -2, USP28 block -5, USP10 block 0, USP7 block -1 and USP17 inh 2.
O=C(CCc1nnc2n(Cc3ccccc3)c(=O)c3ccccc3n12)N1CCN(C(c2ccccc2)c2ccccc2)CC1 was read as UCHL1 inh 1, USP8 inh -1, USP30 block 7, OTUD3 inh 0, USP28 block 17, USP10 block 0, USP7 block 6 and USP17 inh 24.
Screening Cc1c(C)n2c(SCC(=O)N(C)c3ccccc3)nnc2[nH]c1=O returned UCHL1 inh -39, USP8 inh 2, USP30 block 7, OTUD3 inh -1, USP28 block -2, USP10 block -1, USP7 block -2 and USP17 inh 3.
`O=C1CC(/C=C/c2ccccc2)Cc2nc(N3CCN(c4ncccn4)CC3)ncc21` (stereo not drawn) gave UCHL1 inh -1, USP8 inh 8, USP30 block 2, OTUD3 inh -7, USP28 block -9, USP10 block 0, USP7 block -1 and USP17 inh 2.
Nc1ccccc1SCc1noc(-c2cccs2)n1 was read as UCHL1 inh -1, USP8 inh -18, USP30 block -11, OTUD3 inh -1, USP28 block 73*, USP10 block -1, USP7 block -2 and USP17 inh -8.
`O=C(CC1C(=O)Nc2nc(-c3ccccc3)nn21)Nc1ccc2c(c1)OCCO2` (stereo not drawn) gave UCHL1 inh 0, USP8 inh 0, USP30 block -2, OTUD3 inh 0, USP28 block -6, USP10 block 0, USP7 block 3 and USP17 inh 9.
Screening CC(C)c1nc(CN2CCOC(Cn3cccn3)C2)no1 (stereo not drawn) returned UCHL1 inh -2, USP8 inh -10, USP30 block -7, OTUD3 inh 0, USP28 block -17, USP10 block -1, USP7 block 0 and USP17 inh -6.
For CN1C(=O)C2(CCN(S(=O)(=O)c3ccccc3F)C2)c2ccccc21 (stereo not drawn) the results were UCHL1 inh 0, USP8 inh -80, USP30 block 14, OTUD3 inh -2, USP28 block -2, USP10 block 2, USP7 block 1 and USP17 inh -17.
For CC(C)(C)Nc1c(C2CCN(C(=O)C3CCC(=O)N3)CC2)nc2ccc(F)cn12 (stereo not drawn) the results were UCHL1 inh 0, USP8 inh 8, USP30 block -11, OTUD3 inh -3, USP28 block -2, USP10 block 0, USP7 block -2 and USP17 inh 1.
For COc1cccc(CNC(=O)c2sc(-c3ccc(OC)c(OC)c3)nc2C)c1 the results were UCHL1 inh 6, USP8 inh 12, USP30 block 13, OTUD3 inh 16, USP28 block 12, USP10 block -2, USP7 block 6 and USP17 inh 45*.
`Cc1ccc(S(=O)(=O)N2CCN=C2N2CCCCC2)cc1` gave UCHL1 inh -1, USP8 inh -5, USP30 block -4, OTUD3 inh 1, USP28 block -8, USP10 block 0, USP7 block -14 and USP17 inh -11.
Screening O=C(c1cc(C2CC2)[nH]n1)N1CCN(Cc2ccc3c(c2)OCO3)CC1 returned UCHL1 inh 2, USP8 inh -16, USP30 block 4, OTUD3 inh 1, USP28 block 6, USP10 block 1, USP7 block 3 and USP17 inh -10.
Screening COc1ccc(C(=O)N2CCCN(C3=NS(=O)(=O)C(c4ccccc4)=C3C)CC2)cc1 returned UCHL1 inh 4, USP8 inh 14, USP30 block 10, OTUD3 inh 9, USP28 block 10, USP10 block 4, USP7 block 5 and USP17 inh 10.
COCC1CN(C(=O)c2ccncn2)Cc2c1cnn2CC1CC1 (stereo not drawn) was read as UCHL1 inh -6, USP8 inh -223, USP30 block -54, OTUD3 inh -18, USP28 block -16, USP10 block -6, USP7 block -5 and USP17 inh -44.
`Cc1ccc(NS(=O)(=O)c2cc(C(=O)O)ccc2Cl)cc1C` gave UCHL1 inh -1, USP8 inh 1, USP30 block 3, OTUD3 inh 2, USP28 block 3, USP10 block 2, USP7 block 0 and USP17 inh -1.
Screening CN(C(=O)c1noc2c1CCc1sccc1-2)c1ccccc1F returned UCHL1 inh 0, USP8 inh -7, USP30 block -4, OTUD3 inh -9, USP28 block -2, USP10 block 3, USP7 block 6 and USP17 inh -7.
`Cc1ccc(CNC(=O)c2ccc(-c3cncnc3)nc2)cc1C` gave UCHL1 inh -3, USP8 inh -15, USP30 block -43, OTUD3 inh -14, USP28 block -3, USP10 block -3, USP7 block 0 and USP17 inh 8.
Screening CCN1CCN(CC2CCN(S(=O)(=O)c3ccc(C#N)cc3)CC2)CC1 returned UCHL1 inh 3, USP8 inh 3, USP30 block 18, OTUD3 inh 7, USP28 block 6, USP10 block 1, USP7 block 1 and USP17 inh 6.

Filtered by structure: the entries above with a halogen (seven)
Cc1nn(-c2ccc3nnc(C)n3n2)c2c1C(c1cc(F)ccc1F)CC(=O)N2 (stereo not drawn) was read as UCHL1 inh 0, USP8 inh 15, USP30 block 16, OTUD3 inh 16, USP28 block 18, USP10 block 0, USP7 block 0 and USP17 inh 21.
Screening O=C(NCc1nnc2c(C(F)(F)F)cc(Cl)cn12)c1sc2ccccc2c1Cl returned UCHL1 inh 1, USP8 inh -12, USP30 block -1, OTUD3 inh -16, USP28 block -3, USP10 block -1, USP7 block -2 and USP17 inh 13.
Screening O=C(Cc1nc(-c2ccccc2)n[nH]1)Nc1ccc(F)cc1Cl returned UCHL1 inh 0, USP8 inh 10, USP30 block -10, OTUD3 inh -6, USP28 block -1, USP10 block -2, USP7 block -12 and USP17 inh -3.
For CN1C(=O)C2(CCN(S(=O)(=O)c3ccccc3F)C2)c2ccccc21 (stereo not drawn) the results were UCHL1 inh 0, USP8 inh -80, USP30 block 14, OTUD3 inh -2, USP28 block -2, USP10 block 2, USP7 block 1 and USP17 inh -17.
For CC(C)(C)Nc1c(C2CCN(C(=O)C3CCC(=O)N3)CC2)nc2ccc(F)cn12 (stereo not drawn) the results were UCHL1 inh 0, USP8 inh 8, USP30 block -11, OTUD3 inh -3, USP28 block -2, USP10 block 0, USP7 block -2 and USP17 inh 1.
`Cc1ccc(NS(=O)(=O)c2cc(C(=O)O)ccc2Cl)cc1C` gave UCHL1 inh -1, USP8 inh 1, USP30 block 3, OTUD3 inh 2, USP28 block 3, USP10 block 2, USP7 block 0 and USP17 inh -1.
Screening CN(C(=O)c1noc2c1CCc1sccc1-2)c1ccccc1F returned UCHL1 inh 0, USP8 inh -7, USP30 block -4, OTUD3 inh -9, USP28 block -2, USP10 block 3, USP7 block 6 and USP17 inh -7.
